TcdB GH inh: blocks C. difficile toxin B glycohydrolase activity | P18177 | TcdB glycohydrolase enzymatic assay, plate reader | inhibition, % at 9.99 µM | 350,000 compounds, 0.24% hits | AID 652162; in the data active means inhibition above about 10%
PfHsp40 yeast: compounds rescuing yeast from Plasmodium falciparum HSP40 toxicity; 340,000 compounds, 0.68% hits; S. cerevisiae expressing PfHsp40, growth rescue, ATP luminescence; AID 504582; growth rescue, % at 12.5 µM; in the data active means growth rescue above about 28%, passing the limit was not always enough; inconclusive means no clear call, values can overlap the other calls;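 further: yeast W303a lacking pdr1 and pdr3 grown in galactose medium; growth measured after three days at 30 °C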
VHR inh abs: inhibitors of human VHR1 phosphatase (DUSP3); P51452; recombinant VHR phosphatase, pNPP absorbance; inhibition, % at 13.3 µM; 290,000 compounds, 0.52% hits; in the data active means inhibition above about 50%; further: some compounds called inactive have numbers as strong as hits
Target sequence (P51452 whole entry, looked up): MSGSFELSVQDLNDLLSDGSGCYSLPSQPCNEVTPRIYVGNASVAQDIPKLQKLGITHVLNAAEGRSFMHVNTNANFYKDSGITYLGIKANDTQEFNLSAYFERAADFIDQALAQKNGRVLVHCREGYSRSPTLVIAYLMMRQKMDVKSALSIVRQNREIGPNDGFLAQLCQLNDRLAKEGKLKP
Yp Topo-I inh: inhibitors of Yersinia pestis topoisomerase I; Y. pestis Topo-I cleavage product accumulation, plate reader; activity, % at 10 µM; AID 504884; 360,000 compounds, 0.064% hits; in the data active means activity above about 50%, passing the limit was not always enough; inconclusive means no clear call, values can overlap the other calls; further: inactives centre near 2
MazF activator: activators of E. coli MazEF toxin-antitoxin RNase | FAM/BHQ RNA-DNA oligo cleavage fluorescence, 5 h | activation, % at 20 µM | 350,000 compounds, 0.32% hits | AID 504720; in the data active means activation above about 50%
Target sequence (P0AE70 whole entry, looked up): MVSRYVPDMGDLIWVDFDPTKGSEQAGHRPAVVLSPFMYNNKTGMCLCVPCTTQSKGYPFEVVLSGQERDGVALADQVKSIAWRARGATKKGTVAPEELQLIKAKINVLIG
Rv3671c protease: Rv3671c (M. tuberculosis) protease inhibition. 320,000 compounds, 0.048% hits. inhibition, % at 5.96 µM. P9WHR9; in the data active means inhibition above about 38%;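 further: extracellular domain of Rv3671c used as enzyme; 0% = enzyme with DMSO and 100% = no enzyme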
PriA SSB inh: inhibitors of Klebsiella pneumoniae PriA binding to SSB C-terminal tail; AlphaScreen SSBct-PriA binding, biotinylated peptide; inhibition, % at 33 µM; 430,000 compounds, 0.6% hits; AID 1272365; in the data active means inhibition mostly above about 37%, no sharp cut-off; inactive means mostly below about 20%;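 further: plate controls were negative control peptide for no effect and reference peptide for full effect; strong numbers were not always called active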
SARS 3CLpro inh: SARS-CoV 3CLpro protease inhibition. recombinant SARS-CoV 3CLpro, quenched FRET peptide cleavage. inhibition, % at 6 µM. 290,000 compounds, 0.14% hits. AID 1706; in the data active means inhibition above about 12%
Anthrax LF inh2: inhibitors of Bacillus anthracis lethal factor protease. AID 588501. 360,000 compounds, 0.12% hits. multiplex microsphere protease cleavage assay, LF. P15917. inhibition, % at 10 µM; in the data active means inhibition above about 30%; inconclusive means no clear call, values can overlap the other calls; further: plate controls were buffer without enzyme for full effect and enzyme alone for no effect
Target sequence (P15917 whole entry, looked up): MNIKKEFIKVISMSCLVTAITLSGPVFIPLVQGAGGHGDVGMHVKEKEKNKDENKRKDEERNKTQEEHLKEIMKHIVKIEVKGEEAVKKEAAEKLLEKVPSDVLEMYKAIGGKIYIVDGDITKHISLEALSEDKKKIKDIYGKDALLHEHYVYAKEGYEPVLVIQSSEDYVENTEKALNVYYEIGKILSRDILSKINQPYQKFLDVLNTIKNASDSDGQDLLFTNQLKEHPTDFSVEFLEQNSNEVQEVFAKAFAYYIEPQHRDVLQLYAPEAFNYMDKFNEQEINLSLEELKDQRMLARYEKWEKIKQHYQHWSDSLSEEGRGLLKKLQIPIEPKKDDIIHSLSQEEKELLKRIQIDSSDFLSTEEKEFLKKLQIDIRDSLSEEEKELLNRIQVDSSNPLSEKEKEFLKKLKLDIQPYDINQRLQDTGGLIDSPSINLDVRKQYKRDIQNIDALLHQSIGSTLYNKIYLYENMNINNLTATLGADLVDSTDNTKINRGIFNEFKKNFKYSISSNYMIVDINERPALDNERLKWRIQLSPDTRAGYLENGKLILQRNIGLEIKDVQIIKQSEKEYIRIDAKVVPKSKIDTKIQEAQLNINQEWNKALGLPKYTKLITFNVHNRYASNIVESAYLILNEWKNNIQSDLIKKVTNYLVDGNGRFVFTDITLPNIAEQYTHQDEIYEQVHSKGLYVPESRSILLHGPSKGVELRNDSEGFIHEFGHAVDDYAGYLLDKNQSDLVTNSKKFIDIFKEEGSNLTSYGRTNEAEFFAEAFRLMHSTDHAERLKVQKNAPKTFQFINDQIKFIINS
Vc quorum ag: induces V. cholerae light production without autoinducers; V. cholerae BH1578 lux reporter, luminescence, 6 h; activation, % at 18.7 µM; 350,000 compounds, 0.16% hits; in the data active means activation mostly above about 9.7%, no sharp cut-off; inconclusive means no clear call, values can overlap the other calls; inactive means mostly below about 3.7%; further: not every result past the cut was called active; inactives centre near 0; reference of the scale not given here
* hit, by the source's call; i = inactive; ? = inconclusive; . = no result given.

1: CC(=O)c1ccc(NC(=O)C(C)Sc2nnc(C3CCCCC3)o2)cc1 (stereo not drawn)
2: Cc1cc(C)c2c(-n3cccc3)c(C(=O)NNS(=O)(=O)c3ccccc3)sc2n1
3: CSc1nnc(N2C(=O)C(O)=C(C(=O)c3ccco3)C2c2cccc(Cl)c2)s1 (stereo not drawn)
4: O=C(NC1CC1)c1ccc(-c2ccc3nccn3c2)cc1
5: Cc1cccc(C)c1NC(=O)CN(C)C(=O)c1ccc2c(=O)n3c(nc2c1)CCC3
6: CC(Sc1nnc(-c2ccco2)n1C)C(=O)Nc1ccc(N2CCOCC2)cc1 (stereo not drawn)
7: Cc1ccc(S(=O)(=O)Nc2cncnc2NS(=O)(=O)c2ccc(C)cc2)cc1
8: COc1ccc(C2CC(=O)c3cc(OC)c(OC)cc32)cc1OC (stereo not drawn)
9: CN1CCN(c2cn[nH]c(=O)c2Cl)CC1
10: CCc1ccc(CN(C)C(=O)C2CCC(=O)N(CCc3ccc(OC)cc3)C2)nc1 (stereo not drawn)
Assay by compound,1,2,3,4,5,6,7,8,9,10
TcdB GH inh,0.8,.,0.4,0.9,0.0,0.3,0.7,0.5,4.7,0.3
PfHsp40 yeast,.,-0.6,-1.0,.,-1.1,-0.6,0.6,-0.3,0.4,0.0
VHR inh abs,16.3,14.4,-14.6,.,.,.,.,0.4,-3.8,27.7
Yp Topo-I inh,.,19.0,-0.1,7.3,-8.4,3.9,15.3,0.7,-5.6,3.7
MazF activator,.,-3.3,-9.0,.,-5.4,7.4,-15.1,5.7,-1.9,3.7
Rv3671c protease,4.3,7.7,-8.1,.,5.7,.,.,-6.8,5.4,2.6
PriA SSB inh,.,-2.8,-30.2,.,-20.2,-10.3,-11.2,-3.8,2.2,9.4
SARS 3CLpro inh,-1.7,1.9,4.4,.,.,.,.,-2.6,-0.8,2.6
Anthrax LF inh2,.,-0.4,1.0,-10.3,-0.3,2.4,2.6,1.5,2.0,.
Vc quorum ag,.,-0.3,10.8,-0.4,-5.9,i,i,i,i,-0.2

11: O=C(Nc1nc2c(F)cccc2s1)c1ccc([N+](=O)[O-])o1
12: N#Cc1c(-c2ccccc2)c(C#N)c2nc3ccccc3n2c1N
13: CC(C)NC(=O)COc1nncc2ccccc12
14: CCc1ccc(C(=O)Nc2nc3ccccc3[nH]2)cc1
15: CC(C)(C)NC(=O)CSc1nc(Cc2ccccc2)nc2ccccc12
16: Cc1cc(C)c(NS(=O)(=O)c2ccc3c(c2)n(C)c(=O)n3C)c(C)c1
17: O=C(O)CCCCCn1c(SCc2cc(=O)n3cc(Cl)ccc3n2)nc2ccsc2c1=O
18: O=C(COC(=O)[C@@H]1CCCN1S(=O)(=O)c1ccc(Cl)cc1)NCC(F)(F)F
19: O=C(CN1C(=O)CCS(=O)(=O)c2ccccc21)Nc1cccc(Cl)c1
20: CC(NC(=O)Nc1ccc(Cl)cc1)c1ccccc1 (stereo not drawn)
Assay by compound,11,12,13,14,15,16,17,18,19,20
TcdB GH inh,-0.4,.,-0.5,0.7,0.4,1.0,.,.,.,0.4
PfHsp40 yeast,0.1,-2.1,1.0,?,0.0,.,0.6,1.3,-0.4,-0.4
VHR inh abs,17.3,-1.7,14.5,15.3,26.1,-9.5,-8.5,-6.7,16.1,19.3
Yp Topo-I inh,-1.4,0.9,4.9,-1.3,17.0,-5.9,2.0,-8.0,-10.8,-6.2
MazF activator,7.3,1.4,0.1,0.4,10.7,14.4,-2.4,1.5,-7.2,1.3
Rv3671c protease,-1.8,-6.6,0.5,-5.2,-11.8,1.2,3.9,1.0,-6.8,.
PriA SSB inh,-10.1,1.3,-9.7,-3.2,-16.9,-1.9,-3.0,-8.9,-22.8,-1.9
SARS 3CLpro inh,1.4,-4.9,-1.2,-4.7,-0.5,-4.1,-0.4,7.5,-0.1,3.9
Anthrax LF inh2,-12.3,0.9,-5.0,-2.0,-20.0,4.4,2.2,0.0,-0.7,-13.0
Vc quorum ag,i,-0.6,-0.2,i,-0.2,-0.5,0.0,-0.2,-0.4,i

21: Cc1ccc(NC(=O)C2CCN(S(=O)(=O)c3ccc4c(c3)NC(=O)CO4)CC2)cc1
22: Cc1oc2c(c(C)cc3oc(=O)c(CC(=O)NCCC(=O)O)c(C)c32)c1C
23: COc1ccc(C(=O)N/C(=C/c2cccs2)C(=O)N2CCN(C)CC2)cc1
24: Cc1ccc(C2C(=O)c3ccccc3C2=O)cc1
25: O=C(CN1C(=O)c2ccccc2S1(=O)=O)NCCSCc1ccccc1Cl
26: COc1ccc2c(c1)CCN=C2Cc1ccc(OC)c(OC)c1
27: Cn1c(=O)c2c(C(=O)O)cc(-c3ccccc3)nc2n(Cc2ccccc2)c1=O
28: CCOc1ccc(N2C(=O)CC(S/C(N)=N/N=C/c3cccs3)C2=O)cc1 (stereo not drawn)
29: CN(C)Cc1cc(OCc2ccccc2)cc(CN(C)C)c1O
30: CCOC(=O)C1=CN(CC2CCCO2)C=C(C(=O)OCC)C1c1ccccc1C(F)(F)F (stereo not drawn)
Assay by compound,21,22,23,24,25,26,27,28,29,30
TcdB GH inh,1.5,0.4,-4.4,2.5,-1.1,.,1.2,.,-17.6,0.9
PfHsp40 yeast,-0.1,-0.8,.,0.1,1.8,0.9,-1.2,-1.0,.,-0.7
VHR inh abs,60.8,2.4,.,13.0,11.8,1.7,43.9,1.2,.,24.3
Yp Topo-I inh,10.9,5.2,0.5,1.1,26.4,8.3,-6.6,-4.3,11.1,1.9
MazF activator,4.2,-6.0,4.6,9.1,6.8,2.0,-34.1,-19.2,2.9,-1.7
Rv3671c protease,-13.6,.,.,-3.5,-3.8,-7.5,-2.1,2.7,.,-2.9
PriA SSB inh,-7.5,-10.6,.,-9.9,-10.4,-1.0,-9.3,.,.,-3.4
SARS 3CLpro inh,-3.0,-1.3,.,1.7,-1.0,-2.4,-4.6,6.1,.,3.7
Anthrax LF inh2,2.8,7.9,0.3,-6.7,-1.6,-1.1,10.3,-7.0,-2.4,-4.2
Vc quorum ag,-0.8,-1.2,-0.7,-0.5,-0.4,-3.3,-4.4,1.6,-5.3,i

31: COc1ccccc1NC(=O)COC(=O)c1ccccc1OCC(=O)Nc1ccc(SC(F)F)cc1
32: COc1ccc(C(C(=O)NC2CCCCC2)N(C(=O)Cc2c[nH]c3ccccc23)c2ccc(NC(C)=O)cc2)cc1OC (stereo not drawn)
33: O=C(Nc1ccc(F)c(Cl)c1)c1csc([C@@H]2C[C@H](O)[C@@H](CO)O2)n1
34: COc1ccc(C(=O)c2nc3c(n2O)CCCCC3)cc1
35: CCOC(=O)c1ccc(S(=O)(=O)N2CCN(C(=O)c3cccc(S(=O)(=O)N4CC(C)OC(C)C4)c3)CC2)cc1 (stereo not drawn)
36: CC(=O)c1cnc(Oc2cc(Cl)ccc2Cl)nc1C
37: CC12CCC(C(=O)N(CC(O)CN3CCCCCC3)C1=O)C2(C)C (stereo not drawn)
38: Cc1cc(C(=O)COC(=O)c2n[nH]c3ccccc23)c(C)n1CC1CCCO1 (stereo not drawn)
39: O=C1c2ccccc2NC(c2ccccc2)N1Cc1ccccc1 (stereo not drawn)
40: CC1CC(C)CN(C(=O)COC(=O)c2cc([N+](=O)[O-])ccc2N2CCOCC2)C1 (stereo not drawn)
Assay by compound,31,32,33,34,35,36,37,38,39,40
TcdB GH inh,0.5,.,-10.6,.,1.2,0.5,0.3,.,-0.6,0.6
PfHsp40 yeast,0.2,-0.7,.,0.9,0.1,-0.7,0.1,-0.3,0.7,-0.5
VHR inh abs,25.8,15.7,.,-0.2,.,17.0,-3.8,11.3,.,.
Yp Topo-I inh,3.5,13.8,4.0,5.7,20.4,-2.6,-2.6,10.3,5.0,15.5
MazF activator,-25.5,0.3,.,-1.3,5.2,5.1,3.3,-3.3,-0.2,4.5
Rv3671c protease,10.9,2.8,.,7.4,.,8.8,-7.2,-4.6,3.6,-11.7
PriA SSB inh,-8.5,-2.7,.,-6.7,-10.1,-0.7,-7.9,-10.3,-31.8,-20.0
SARS 3CLpro inh,2.3,2.0,.,-1.8,.,-0.7,-3.4,-2.8,.,.
Anthrax LF inh2,-1.4,-13.2,-2.0,1.9,0.8,-2.6,-1.9,-2.8,-10.4,4.8
Vc quorum ag,0.2,.,i,-0.4,-0.4,i,1.1,-1.0,i,-0.3

41: O=S(=O)(c1ccccc1)c1nc(Cc2ccccc2)oc1N1CCOCC1
42: CN(C)c1ccc(/C=C2/C(=O)NC(=O)N(CCc3ccc(F)cc3)C2=O)cc1
43: COc1ccc(CN2CCN(Cc3cc4ccccc4o3)CC2CCO)c(F)c1 (stereo not drawn)
44: CNS(=O)(=O)c1ccc(NC(=O)c2csc(C)c2)cc1
45: COCc1c(C(=O)OCC(=O)N2c3ccccc3NC(=O)C2(C)C)oc2ccccc12
46: O=C(CN1C(=O)S/C(=C\c2ccccc2Cl)C1=O)NC1C=CS(=O)(=O)C1 (stereo not drawn)
47: COc1ccc(OCC(=O)Nc2cc(NC(=O)COc3ccc(OC)cc3)cc(C(=O)O)c2)cc1
48: COc1cccc(NC(=O)CN(c2ccc(C)cc2)S(=O)(=O)c2c(C)nn(C)c2C)c1
49: Cc1ccc(C23CC4CC(CC(C(=O)NC(C)C(=O)O)(C4)C2)C3)cc1 (stereo not drawn)
50: CC1(C(=O)NS(=O)(=O)C2CC2)CCCN(C(=O)c2cccc(Cl)c2)C1 (stereo not drawn)
51: COc1ccc(CCN(C)Cc2nc(Cc3ccc(OC)c(OC)c3)no2)cc1OC
52: CC1(C(=O)NCCC(F)(F)F)Cc2c(-c3cccc(C(F)(F)F)c3)ccnc2O1 (stereo not drawn)
53: Cc1ccc(NN2C(=O)C=C(c3ccc(Cl)cc3)C2=O)cc1
Assay by compound,41,42,43,44,45,46,47,48,49,50,51,52,53
TcdB GH inh,-0.9,1.3,-0.4,1.7,.,0.3,-1.3,.,-2.1,1.8,2.2,1.3,.
PfHsp40 yeast,1.0,0.1,1.1,-0.7,-0.4,0.4,1.5,0.0,-1.7,.,-1.0,.,0.6
VHR inh abs,19.6,-8.3,6.5,5.4,8.8,-8.2,-15.7,-8.0,-1.6,.,17.7,.,-22.6
Yp Topo-I inh,4.6,3.1,16.3,4.1,0.6,-1.3,20.2,-1.5,-1.7,1.9,14.8,13.0,-8.7
MazF activator,-0.6,-79.7,2.3,-8.2,2.9,3.6,5.2,0.8,-18.5,.,2.6,.,5.0
Rv3671c protease,10.7,-18.7,.,-0.1,.,-9.4,-4.3,1.1,4.7,.,-4.0,.,10.2
PriA SSB inh,-1.1,-8.6,1.3,-9.5,-7.1,-7.6,-2.1,-23.3,8.1,.,-2.6,.,-10.7
SARS 3CLpro inh,4.0,1.2,2.9,-2.6,4.0,-3.8,3.4,0.4,6.0,.,3.5,.,4.5
Anthrax LF inh2,-0.5,0.3,0.3,-0.4,2.2,2.1,-0.5,-2.7,-4.3,-4.7,-4.5,1.3,-2.0
Vc quorum ag,-1.5,.,i,-1.7,-6.0,-0.3,i,-0.3,i,i,i,-5.6,-0.2

By substructure, those above with a CF3 group.
18: O=C(COC(=O)[C@@H]1CCCN1S(=O)(=O)c1ccc(Cl)cc1)NCC(F)(F)F
30: CCOC(=O)C1=CN(CC2CCCO2)C=C(C(=O)OCC)C1c1ccccc1C(F)(F)F (stereo not drawn)
52: CC1(C(=O)NCCC(F)(F)F)Cc2c(-c3cccc(C(F)(F)F)c3)ccnc2O1 (stereo not drawn)
Assay by compound,18,30,52
TcdB GH inh,.,0.9,1.3
PfHsp40 yeast,1.3,-0.7,.
VHR inh abs,-6.7,24.3,.
Yp Topo-I inh,-8.0,1.9,13.0
MazF activator,1.5,-1.7,.
Rv3671c protease,1.0,-2.9,.
PriA SSB inh,-8.9,-3.4,.
SARS 3CLpro inh,7.5,3.7,.
Anthrax LF inh2,0.0,-4.2,1.3
Vc quorum ag,-0.2,i,-5.6

Assay outcomes (PubChem BioAssay)

An excerpt; the hit share may differ from the screen's.
